Compound activity as filed in PubChem.
A350 autofl – compounds fluorescent in Alexa 350 spectral region. Compound autofluorescence, 340/450 nm, Alexa 350 dye-equivalents; stronger effect = higher value. max dye-equivalent concentration, M. hit rate 11% among 59,000; in the data active = max dye-equivalent concentration above about 10 nM; inconclusive = mostly about 1.1 nM to 9.6 nM
ERK AVP inh – vasopressin-driven ERK pathway inhibition. hit rate 0.99% among 72,000. AID 995. Potency, µM (titrated, usually from 57.5 µM), for the others: at the highest dose activity, negative = inhibition, most hits filed as inhibitors. HEK293-V1b, vasopressin-stimulated pERK AlphaScreen; note: potency is the fitted concentration of half-maximal effect; % is set by controls: 0 for no effect and ±100 for the full control effect; nearly all actives have a fitted effect of over 55% in size
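Overnight-seeded V1b-HEK293 cells in 1% FBS got compound, then vasopressin (25 nM final, 5 min, 37C), then lysis buffer. AlphaScreen detection of phospho-ERK; activity normalized to basal and full-stimulation controls.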
Rhodamine autofl – compound autofluorescence in rhodamine spectral region. AID 594. hit rate 0.05% among 59,000. max dye-equivalent concentration, M. Rhodamine-region fluorescence, 547/598 nm, Tris buffer; stronger effect = higher value; in the data active = max dye-equivalent concentration above about 11 nM; inconclusive = between about 1.1 nM and that limit
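Compounds in 100 mM Tris buffer, pH 8.0, were incubated 15 min at room temperature, then read at 547 nm excitation and 598 nm emission. Fluorescence was normalized against a per-plate six-point rhodamine standard curve as dye-equivalent concentration.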
Casp7 inh – allosteric or competitive inhibitors of human caspase-7; P55210; recombinant caspase-7, Ac-DEVD-AFC fluorescence rate; Potency, µM (titrated, usually from 57.5 µM), inactives show at the highest dose activity change, negative = inhibition, usual class: inhibitors; hit rate 0.02% among 75,000; active = well fitted inhibition curve with a large enough effect in the main read-out, with a control signal flat, not every such curve was filed as active; inconclusive = small, poorly fitted or top-dose-only effect, or a change in a side signal; note: potency is the fitted concentration of half-maximal effect; % of control where 0% means no effect
Tau fil binding – binds recombinant human tau filaments. P10636. recombinant tau filaments, thioflavin S fluorescence, 15 h; filaments grown with octadecylsulfate alongside compound. Potency, µM (highest dose often 57.1 µM), for inactives: top-dose activity change, negative = inhibition. hit rate 2% among 71,000. AID 596;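 note: potency is the fitted concentration of half-maximal effect; % is set by controls: 0 for no effect and ±100 for the full control effect; actives lower thioflavin S fluorescence by blocking filaments or displacing dye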
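Thioflavine S fluorescence (ex 450, em 510 nm) reports filaments formed from 1 uM human tau plus 30 uM ODS over 15 h at 37 C (10 mM HEPES pH 7.4, 100 mM NaCl, 5 mM DTT); compounds displacing dye or blocking filaments lower signal.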
HEK293 cAMP cs – parental HEK293 cAMP activation (counter-screen); hit rate 2.5% among 73,000; parental HEK293 CNG cAMP sensor, membrane potential fluorescence; Potency, µM (top dose mostly 57.1 µM), for inactives: at the highest dose activation, usual class: activators; note: potency is the fitted concentration of half-maximal effect; % of control where 0% means no effect; nearly all actives have a fitted effect of over 55% in size
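Parental HEK 293 cells stably expressing a modified CNG channel (no TSHR) report cAMP rise as membrane depolarization. Membrane potential dye with 100 uM RO 20-1724 was loaded for 60 min at room temperature, then compound added for 30 min; fluorescence read at 590 nm.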
Luciferase inh – inhibitors of firefly luciferase | purified firefly luciferase, luminescence, 8 min | Potency, µM (series often up to 57.1 µM), without a hit: at the top dose activity change, negative = inhibition, hits mostly inhibitors | hit rate 2.2% among 72,000 | P08659; note: potency is the fitted concentration of half-maximal effect; % is set by controls: 0 for no effect and ±100 for the full control effect; nearly all actives have a fitted effect of over 40% in size
Target sequence (P08659 whole entry, looked up): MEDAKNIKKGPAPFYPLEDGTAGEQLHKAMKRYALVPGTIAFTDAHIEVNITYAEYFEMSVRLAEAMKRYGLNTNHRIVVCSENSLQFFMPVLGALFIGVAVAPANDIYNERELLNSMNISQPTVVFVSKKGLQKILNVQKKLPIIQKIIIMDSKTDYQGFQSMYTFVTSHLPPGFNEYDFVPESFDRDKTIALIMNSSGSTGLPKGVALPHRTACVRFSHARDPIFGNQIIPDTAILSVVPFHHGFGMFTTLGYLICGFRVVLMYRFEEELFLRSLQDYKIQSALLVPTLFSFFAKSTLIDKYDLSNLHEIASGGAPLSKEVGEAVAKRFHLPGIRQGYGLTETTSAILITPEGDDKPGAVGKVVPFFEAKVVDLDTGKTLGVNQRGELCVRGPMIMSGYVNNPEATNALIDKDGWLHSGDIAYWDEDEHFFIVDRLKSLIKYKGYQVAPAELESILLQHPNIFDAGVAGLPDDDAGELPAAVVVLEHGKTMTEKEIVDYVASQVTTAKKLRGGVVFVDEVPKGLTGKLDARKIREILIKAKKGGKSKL
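qHTS concentration-response profiling: light output of P. pyralis luciferase with luciferin and 10 uM ATP, imidazole buffer pH 7.2. Read by luminescence after 8-min room-temperature incubation.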
4-MU autofl – 4-MU region autofluorescence | compound autofluorescence, 340/450 nm, 4-MU equivalents; stronger effect = higher value | max dye-equivalent concentration, M | hit rate 11% among 59,000 | AID 589; in the data active = max dye-equivalent concentration above about 10 nM; inconclusive = mostly about 1.1 nM to 9.6 nM
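Compounds in 100 mM Tris, pH 8.0, incubated 15 min at room temperature, then fluorescence read at 340 nm excitation/450 nm emission. Signal converted to 4-MU dye-equivalent concentration using an on-plate six-point 4-MU standard curve.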
Texas Red fluor – Texas Red region autofluorescence. Compound fluorescence, Texas Red channel, 547/618 nm; stronger effect = higher value. max dye-equivalent concentration, M. hit rate 0.06% among 59,000. AID 587; in the data active = max dye-equivalent concentration above about 10 nM; inconclusive = between about 1.1 nM and that limit
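qHTS profiling of intrinsic compound fluorescence; 100 mM Tris pH 8.0; 15 min RT; ex 547 / em 618 nm; response expressed as Texas Red dye-equivalent concentration from six-point plate standard.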
Caspase-1 inhib – caspase-1 (human) inhibition, allosteric or competitive. P29466. Caspase-1 enzyme, Ac-WEHD-AFC fluorogenic rate. Potency, µM (series often up to 57.5 µM), for inactives: at the top dose activity change, negative = inhibition, actives largely listed as inhibitors. hit rate 0.03% among 75,000. AID 900;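 note: potency is the fitted concentration of half-maximal effect; plate controls were vehicle for no effect and no substrate for full effect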
Target sequence (P29466 120-297 limits assumed): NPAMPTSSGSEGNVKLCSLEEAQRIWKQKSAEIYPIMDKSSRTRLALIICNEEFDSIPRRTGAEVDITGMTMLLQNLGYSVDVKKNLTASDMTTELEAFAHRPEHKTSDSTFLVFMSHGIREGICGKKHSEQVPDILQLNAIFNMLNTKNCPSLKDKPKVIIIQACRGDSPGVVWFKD
Target sequence (P29466 317-404 limits assumed): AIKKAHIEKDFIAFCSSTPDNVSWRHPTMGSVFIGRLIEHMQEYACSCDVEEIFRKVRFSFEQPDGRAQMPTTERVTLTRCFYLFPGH
Fluorescein fluor – fluorescein region autofluorescence; Compound autofluorescence, 480/540 nm, fluorescein-equivalent; stronger effect = higher value; max fluorescein-equivalent concentration, M; hit rate 0.91% among 59,000; in the data active = max fluorescein-equivalent concentration above about 10 nM; inconclusive = between about 1.1 nM and that limit
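Tris 100 mM pH 8.0; 15 min RT; CCD read, ex 480/em 540 nm. Output: fluorescein-equivalent concentration per compound concentration, from six-point dye series on each plate.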
The depositor's hits bear a star; i = inactive; ? = inconclusive; nt = not tested or not shown; [ ] = another dose, or the depositor's remark. Unless noted, calls come from the whole dose curve; as a rule, active = well fitted curve in the direction sought with a large enough effect; inconclusive = small, poorly fitted or top-dose-only effect, or another doubt; inactive = no such curve, though single readings can be large; an effect the other way counts as inactive or inconclusive. An excerpt; rates above refer to the full screens.

SMILES | A350 autofl | ERK AVP inh | Rhodamine autofl | Casp7 inh | Tau fil binding | HEK293 cAMP cs | Luciferase inh | 4-MU autofl | Texas Red fluor | Caspase-1 inhib | Fluorescein fluor
Clc1ccc2[nH]c3c(c2c1)CCc1cn[nH]c1-3 | nt | ? | nt | -2.2% | 15.8µM* | -25.9% | -9.5% | nt | nt | -3.0% | nt
c1ccc(-c2n[nH]c3c2CCC3)cc1 | i | -23.4% | i | -2.6% | -10.6% | -2.9% | -1.2% | i | i | -1.7% | ?
COc1ccc(S(=O)(=O)N2CCC(C(=O)NCc3ccco3)CC2)cc1 | ? | -1.2% | i | -1.9% | -8.6% | 5.4% | 1.1% | i | i | -2.4% | i
CCN(CC)S(=O)(=O)c1ccc2oc(C(=O)N3CCOCC3)c(C)c2c1 | i | 5.4% | i | -1.8% | 4.9% | -1.9% | 0.2% | i | i | 0.9% | i
Cc1cc(C)c2c(n1)nn1c(N3CCN(c4ccccn4)CC3)cc(C)nc21 | 1.93e-07M* | -13.4% | i | -8.0% | -9.3% | 10.0% | 1.9% | 2.3e-07M* | i | -6.0% | i
Brc1ccc(-c2nnc3sc(CN4CCc5ccccc5C4)cn23)cc1 | i | 12.0% | i | 1.0% | 8.3% | 7.2% | -0.4% | i | i | -0.5% | i
CCOC(=O)C1CCN(C(=O)c2ccc3snnc3c2)CC1 | i | 19.9% | i | -0.5% | 3.3% | 12.6% | -1.4% | i | i | -0.1% | ?
CS(=O)(=O)Nc1cccc(-c2nc(NCCN3CCOCC3)c3ccccc3n2)c1 | i | ? | i | 0.1% | -6.5% | 2.2% | -1.5%[2.29 µM] | i | i | 1.1% | i
c1ccc2c(c1)-c1ccccc1C2N1CC2CCC(CC2)C1 | i | 15.9%[11.5 µM] | i | -0.8%[11.5 µM] | -5.9%[11.4 µM] | 18.4%[11.4 µM] | 1.7%[11.4 µM] | i | ? | -0.1%[11.5 µM] | i
Cc1cc(Nc2nc3c(c(=O)n(C)c(=O)n3C)n2C)n(-c2ccccc2)n1 | ? | 3.9% | i | 0.9% | 8.3% | 3.1% | 2.8% | i | i | 0.4% | i
O=C(CN1CCOCC1)Nc1ccc(C2CCCCC2)cc1 | i | -3.4% | i | -0.9% | -7.3% | 3.5% | -5.7% | i | i | 1.4% | i
C=CCn1cc(C(=O)NCCOC)c(=O)c2cc(S(=O)(=O)N(CC)CC)ccc21 | i | -10.8% | i | 1.6% | -1.1% | 2.3% | 1.7% | i | ? | -0.2% | i
OC(COc1c(F)cc(Br)cc1F)CN1CCN(c2ccc(F)cc2)CC1 (stereo not given) | i | -26.0% | i | -2.2% | 4.5% | ? | 3.7% | i | i | -2.3% | i
COC(=O)CCc1c(C)[nH]c(C(=O)OCc2ccccc2)c1C | 7.6e-06M* | nt | i | nt | nt | nt | -0.4%[25.5 µM] | 6.75e-06M* | ? | nt | i
COc1ccc(O)c(C(=O)c2cc(C#N)c(=O)n(-c3c(C)n(C)n(-c4ccccc4)c3=O)c2)c1 | i | -29.8% | i | -9.0% | 98.2% | 5.4% | 1.3% | i | i | -4.8% | 1.21e-07M*
CN(Cc1ccccc1)c1ncnc2c1cnn2-c1ccccc1 | i | ? | i | -3.3% | 12.4% | 22.6% | 12.6µM* | i | i | -3.3% | i
S=c1[nH]c2ccccc2s1 | nt | 14.2% | nt | 1.0% | 9.0% | 7.3% | nt | nt | nt | 1.2% | nt
CC(=O)c1ccc(NC(=O)CCn2c(=O)oc3ccccc32)cc1 | i | 22.7% | i | 0.5% | 16.3% | -1.0% | 1.5% | i | i | 1.6% | i
O=C(CN1CCN(C2CCCCC2)CC1)Nc1ccccc1-c1ccccc1 | i | 18.5% | i | -0.6% | 15.4% | 15.8µM* | -0.6% | i | ? | 4.0% | ?
CNc1cccccc1=S | i | -17.3% | i | -25.6% | ? | -6.2% | -4.9% | i | i | -12.3% | ?
CC(=NCc1ccco1)C1=C(O)c2ccccc2C1=O | i | 0.2% | i | -0.1% | -1.1% | 10.5% | -6.9% | i | ? | -0.4% | i
CC1(C)NC(=O)N(CCOCCOc2cccc(Oc3ccccc3)c2)C1=O | i | -19.1% | i | -0.5% | -4.4% | 10.8% | 1.6% | i | i | 0.8% | i
O=C(CN1CCOc2ccccc21)NCc1ccc(Cl)cc1 | nt | -10.1% | nt | -1.6% | -25.0% | ? | -8.2% | nt | nt | -0.8% | nt
CCN1C(=O)CC(N2CCC(C(=O)OC)CC2)C1=O (stereo not given) | i | -11.3% | i | -0.7% | 4.2% | 0.7% | 0.8% | i | i | -0.4% | i
Cc1ccc(C2=[N+]([O-])C3(CCCCC/C3=N\O)N(O)C2(C)C)o1 (stereo not given) | nt | -19.6% | nt | 1.5% | 9.9%[11.4 µM] | ? | 2.7% | nt | nt | -1.3% | nt
Next results follow:
SMILES | A350 autofl | ERK AVP inh | Rhodamine autofl | Casp7 inh | Tau fil binding | HEK293 cAMP cs | Luciferase inh | 4-MU autofl | Texas Red fluor | Caspase-1 inhib | Fluorescein fluor
O=C(CSc1ncccc1-c1nc2ccccc2[nH]1)NC1CC1 | ? | 2.1% | i | -2.0% | -9.9% | 7.2% | -15.4% | ? | ? | 0.2% | i
Cn1ccnc1SCC(=O)Nc1cccc2ccccc12 | i | -9.7% | i | 0.8% | -3.1% | 7.6% | -0.8% | i | i | -0.2% | i
O=C(C1CCC(=O)N1Cc1ccccc1Cl)N1CCN(c2cccc(Cl)c2)CC1 (stereo not given) | i | 12.5% | i | -1.7% | 29.3% | ? | -0.4% | i | i | 0.9% | i
CC(C(=O)NCc1ccccc1)N1C(=O)CN(C)C(=O)c2ccccc21 (stereo not given) | i | 1.2% | i | 0.3% | 1.4% | 5.2% | 0.1% | i | ? | 1.5% | i
O=C(NC1CCCC1)C1C2C=CC3(CN(Cc4cccs4)C(=O)C13)O2 (stereo not given) | nt | -13.6% | nt | 0.4% | 2.1% | 2.6% | 2.1% | nt | nt | -2.9% | nt
Nc1nc(-c2ccccc2Br)cs1 | i | -48.2% | i | 1.9% | ? | -4.0% | -0.4% | i | ? | 0.9% | ?
CCN1CCN(C(=O)Cn2c(=O)sc3ccccc32)CC1 | nt | nt | nt | 3.6% | -4.4% | ? | 0.1% | nt | nt | -2.8% | nt
Cc1[nH]nc2c1C(=O)CCC2 | i | -15.4% | i | -0.1% | 9.3% | ? | 1.5% | i | i | -1.7% | i
Cc1nc(N2CCN(Cc3ccccc3)CC2)nc2c1C(=O)CCC2 | i | -7.8% | i | 0.4% | -9.4% | 0.1% | -0.2% | i | ? | -1.9% | i
Cc1ccc(OCCN2C(=O)CSC2=O)cc1 | i | 16.5% | i | -0.6% | -0.1% | 0.5% | -4.5% | i | i | -1.9% | i
c1ccc(CCNc2ccccn2)nc1 | i | -6.2%[11.5 µM] | i | -1.6%[11.5 µM] | 5.0%[11.4 µM] | -4.5%[11.4 µM] | -0.3%[11.4 µM] | i | i | 0.6%[11.5 µM] | ?
Cc1cc(C)c(S(=O)(=O)NCc2cn3c(C)csc3n2)c(C)c1 | i | -27.2% | i | 0.3% | 12.8% | 12.7% | 1.4% | i | i | 0.0% | i
C=CCOc1ccc(C(=O)N(Cc2ccc(N(C)C)cc2)C2CCS(=O)(=O)C2)cc1 (stereo not given) | i | -37.6% | i | -1.7% | -6.0% | 8.7% | -0.9% | i | i | 0.0% | ?
N#Cc1ccc(CN2CC3(CCN(C(=O)c4csnn4)CC3)C2)cc1 | i | 7.6% | i | -4.6% | 4.5% | 7.7% | 0.8%[11.4 µM] | i | i | -4.2% | i
CN(C)CCCN1C(=O)C(=O)/C(=C(/O)c2ccc3c(c2)OCCO3)C1c1ccco1 (stereo not given) | i | -8.4% | i | -0.7% | -6.3% | 1.3% | -0.7% | i | i | 0.6% | ?
CS(=O)(=O)Nc1ccccc1C(=O)N1CCOCC1 | i | -12.8% | i | 1.0% | -5.4% | -0.5% | 3.3% | i | i | 0.6% | ?
NC(=O)c1ccccc1NS(=O)(=O)Cc1ccccc1 | nt | -10.1% | nt | 0.5% | -3.5% | -3.0% | 1.2% | nt | nt | -0.8% | nt
O=C(COC(=O)C12CC3CC(CC(O)(C3)C1)C2)NC(=O)NCc1ccco1 | i | 8.9% | i | -3.0% | -20.3% | 2.3% | -0.9% | i | i | 0.0% | ?
CCc1c(C)nc2[nH]nc(-c3ccccc3)n2c1=O | nt | -3.7% | nt | -0.7% | 9.3% | 3.9% | -9.3% | nt | nt | -4.7% | nt
CC1CCC(NC(=O)c2cc3c(s2)CS(=O)(=O)C3)CC1 (stereo not given) | i | 0.7% | i | -2.1% | -27.2% | ? | -1.2% | i | i | -5.0% | i
O=C(Nc1ccc2c(c1)CCC2)c1cnn2c1NC(c1ccco1)CC2C(F)(F)F (stereo not given) | i | 6.1% | i | -0.3% | 373.5% | 6.3% | 1.1% | i | i | -1.2% | i
CCCCNC(=O)C(C#N)c1nc2ccccc2nc1N1CCN(c2ccccc2F)CC1 (stereo not given) | 6.53e-08M* | nt | i | nt | nt | nt | 0.3%[25.5 µM] | 6.06e-08M* | i | nt | ?
O=C(CSc1ncnc2c1oc1ccccc12)Nc1cccc(Cl)c1 | i | 6.5% | i | -2.5% | 133.9% | ? | 3.3% | i | i | -4.2% | i
N#Cc1ccc(CSc2nnc(-c3cccc(S(=O)(=O)N4CCCCC4)c3)o2)cc1 | i | -5.5% | i | -3.2% | 17.9% | ? | 1.1% | i | i | -1.6% | ?
